USP1 inh = USP1/UAF1 (human) deubiquitinase inhibition. recombinant USP1/UAF1, Ub-Rhodamine cleavage fluorescence. AID 743255. Potency, µM (doses to about 57.1 µM), for the others: at the top dose activity change, negative = inhibition, usual class: inhibitors. hit rate 0.23% among 390,000. O94782; also: potency is read from the fitted curve at half-maximal effect; % is scaled to controls: 0 for no effect and ±100 for the full control effect; nearly all actives have a fitted effect of over 60% in size; inactives centre near -12
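USP1/UAF1 complex at 1 nM was preincubated with compound for 15 min at room temperature, then Ub-Rho substrate (150nM final) was added. Fluorescence (480/540 nm) was read kinetically, 6 reads every 60 seconds.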
rTrxR1 inhibitor = blocks rat thioredoxin reductase 1 | O89049 | recombinant rTrxR1, NADPH fluorescence consumption, selenite substrate | Potency, µM (doses to about 114 µM), without a hit: top-dose activity change, negative = inhibition, most hits filed as inhibitors | hit rate 1% among 390,000; also: potency is read from the fitted curve at half-maximal effect; % is scaled to controls: 0 for no effect and ±100 for the full control effect; nearly all actives have a fitted effect of over 65% in size
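Rat TrxR1 (90 nM in the dispensed reagent) was pre-reduced with 400 uM NADPH for 5 min at room temperature, then incubated with compound for 15 min. After 400 uM selenite was added, NADPH fluorescence (Ex 340/Em 450 nm) was followed for 8 min.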
Vif-APOBEC3F blk = Vif-A3F binding inhibition. HeLa A3F-eYFP + Vif (tagged APOBEC3F with the HIV-1 protein that degrades it), YFP fluorescence increase. Potency, µM (series often up to 46.1 µM), without a hit: at the top dose activity, negative = active. hit rate 0.2% among 390,000. AID 602313; also: potency is read from the fitted curve at half-maximal effect; % of control where 0% means no effect; nearly all actives have a fitted effect of over 65% in size
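HeLa cells stably expressing Vif plus C-terminally eYFP-tagged A3F were seeded, incubated overnight at 37 deg C, dosed with compound, incubated overnight again at 37 deg C. Yellow fluorescence (Ex 488/Em 500-530) reported blocked Vif-mediated A3F-eYFP degradation.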
LDHA inh = inhibitors of human lactate dehydrogenase A | P00338 | purified LDHA, NADH/diaphorase-resazurin fluorescence; active compounds read low | activity change, % (values are at about 110 or 230 µM) | hit rate 0.15% among 480,000; in the data active = activity change below about -30%; inconclusive = mostly about -25% to -30%;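 also: plate controls were DMSO wells for no effect and wells without enzyme for full effect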
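Enzyme activity of human lactate dehydrogenase 5 (2 nM; 0.06 mM NADH, 0.2 mM pyruvate, 5 min, RT) is measured via a resazurin/diaphorase fluorescence readout of residual NADH.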
GRP78 ERSR act = induces the endoplasmic reticulum stress response in human glioma cells; hit rate 0.02% among 420,000; Potency, µM, for the others: at the top dose activation, usual class: activators; U87-MG GRP78 promoter luciferase reporter, 16 h; also: potency is read from the fitted curve at half-maximal effect; series mostly up to about 76 µM; % of control where 0% means no effect; nearly all actives have a fitted effect of over 35% in size
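Stably transfected U87-MG glioma cells carrying a GRP78-based luciferase sensor; 16 h compound incubation. Luminescence end-point read 10 min after Bright-Glo addition at room temperature.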
IDH1 R132H inh = human IDH1 R132H inhibition. O75874. IDH1-R132H enzyme, NADPH consumption, diaphorase/resazurin fluorescence. Potency, µM (series often up to 76.6 µM), for the others: top-dose activity change, negative = inhibition, most hits filed as inhibitors. hit rate 0.093% among 390,000. AID 602179; also: potency is read from the fitted curve at half-maximal effect; % is scaled to controls: 0 for no effect and ±100 for the full control effect; nearly all actives have a fitted effect of over 65% in size
Target sequence (O75874 whole entry R132H, stated change not applied): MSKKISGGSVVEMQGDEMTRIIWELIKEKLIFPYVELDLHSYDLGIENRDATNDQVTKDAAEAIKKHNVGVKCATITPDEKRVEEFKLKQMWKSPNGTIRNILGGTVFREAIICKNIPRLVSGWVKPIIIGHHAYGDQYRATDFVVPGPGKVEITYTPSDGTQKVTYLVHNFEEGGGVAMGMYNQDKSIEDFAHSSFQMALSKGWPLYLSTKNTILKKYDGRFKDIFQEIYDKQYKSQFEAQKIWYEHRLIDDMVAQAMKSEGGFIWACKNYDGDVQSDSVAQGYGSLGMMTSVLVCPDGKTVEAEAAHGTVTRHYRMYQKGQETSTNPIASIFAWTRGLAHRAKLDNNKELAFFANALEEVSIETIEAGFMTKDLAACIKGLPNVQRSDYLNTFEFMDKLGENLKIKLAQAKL
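IDH1-R132H (0.5 ug/mL) preincubated 30 min with compound, then NADPH (0.016 mM) and alpha-KG (2 mM) added; 80 min at RT, pH 7.5. Remaining NADPH coupled via diaphorase/resazurin to fluorescence (540/590 nm); concentration-response curves normalized to no-enzyme control.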
TrxR1 substrate = rat thioredoxin reductase 1 substrate activity | Potency, µM (top dose mostly 114 µM), without a hit: top-dose activity change, negative = substrate turnover | O89049 | hit rate 0.01% among 390,000 | purified TrxR1 substrate turnover, NADPH consumption readout; also: potency is read from the fitted curve at half-maximal effect; % is scaled to controls: 0 for no effect and ±100 for the full control effect; nearly all actives have a fitted effect of over 50% in size
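Rat TrxR1, dispensed at 90 nM, was prereduced with 400 uM NADPH (final) for 5 min at ~22 deg C, then incubated with compound 15 min before 400 uM selenite. A first-read NADPH fluorescence drop versus no-compound background flagged substrates.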
Vif-APOBEC3G blk = Vif-A3G binding inhibition. Q9HC16. HeLa A3G-eYFP + Vif (tagged APOBEC3G with the HIV-1 protein that degrades it), YFP fluorescence, overnight. Potency, µM (series often up to 46.1 µM), for inactives: at the highest dose activity, negative = active, usual class: inhibitors. hit rate 0.076% among 410,000;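 also: potency is read from the fitted curve at half-maximal effect; % is scaled to controls: 0 for no effect and ±100 for the full control effect; nearly all actives have a fitted effect of over 60% in size; hits raise eYFP signal because A3G escapes Vif-driven loss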
Target sequence (Q9HC16 whole entry, looked up): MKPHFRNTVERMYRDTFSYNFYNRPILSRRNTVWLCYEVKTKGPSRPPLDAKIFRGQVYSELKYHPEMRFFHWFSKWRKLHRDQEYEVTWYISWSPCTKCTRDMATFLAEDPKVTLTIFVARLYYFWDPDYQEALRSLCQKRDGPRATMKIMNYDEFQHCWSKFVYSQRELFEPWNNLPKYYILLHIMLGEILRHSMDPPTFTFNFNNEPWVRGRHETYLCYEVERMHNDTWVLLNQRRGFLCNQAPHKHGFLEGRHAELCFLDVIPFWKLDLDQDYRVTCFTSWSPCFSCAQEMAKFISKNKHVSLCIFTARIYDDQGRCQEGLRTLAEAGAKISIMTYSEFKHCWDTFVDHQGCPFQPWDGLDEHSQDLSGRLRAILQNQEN
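Read-out is eYFP fluorescence (Ex 488/Em 500-530) from Vif-expressing HeLa A3G-eYFP cells; more signal means A3G escaped Vif-mediated degradation. Cells plated overnight, compound pinned in, incubated overnight at 37 deg C.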
RGS4 inhibitor = blocks human RGS4-accelerated GTP hydrolysis | Potency, µM (top dose mostly 114 µM), without a hit: at the top dose activity change, negative = inhibition, usual class: inhibitors | AID 504845 | hit rate 0.039% among 390,000 | Transcreener GDP fluorescence polarization, RGS4-accelerated GTP hydrolysis; also: potency is read from the fitted curve at half-maximal effect; % is scaled to controls: 0 for no effect and ±100 for the full control effect; nearly all actives have a fitted effect of over 75% in size; some results filed as inactive show a strong effect at the top dose
Target sequence (P49798 whole entry, looked up): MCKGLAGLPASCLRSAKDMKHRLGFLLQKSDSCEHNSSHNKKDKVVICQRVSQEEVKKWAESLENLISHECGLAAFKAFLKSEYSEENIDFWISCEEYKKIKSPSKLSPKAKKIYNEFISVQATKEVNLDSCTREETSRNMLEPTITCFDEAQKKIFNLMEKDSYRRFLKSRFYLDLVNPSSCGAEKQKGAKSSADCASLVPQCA
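MLSMR compounds (23 nl, pin-transferred) preincubated 10 min at room temperature with a 500nM (2x) first reagent, then RGS4 at 900nM (2x) plus Transcreener GDP mix added; fluorescence polarization (620/688 nm) read before and after 90 min at 30 °C.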
An asterisk follows results filed as active; ? = inconclusive; · = no result given; & = joins results of further samples; [ ] = another dose, or the depositor's remark. Unless noted, calls follow the shape of the dose curve; as a rule, active = well fitted curve in the direction sought with a large enough effect; inconclusive = small, poorly fitted or top-dose-only effect, or another doubt; inactive = no such curve, though single readings can be large; an effect the other way counts as inactive or inconclusive.

SMILES	USP1 inh	rTrxR1 inhibitor	Vif-APOBEC3F blk	LDHA inh	GRP78 ERSR act	IDH1 R132H inh	TrxR1 substrate	Vif-APOBEC3G blk	RGS4 inhibitor
Cn1c(=O)c2c(nc(NCc3cccnc3)n2Cc2ccc(Cl)cc2)n(C)c1=O	-13%	-2%	·	-1	-2%	0%	1%	-6%	-3%
COc1cc(C=O)ccc1OCC(=O)Nc1cccc(S(=O)(=O)N(C)c2ccccc2)c1	-21%	0%	-10%	-1	-3%	5%	-7%	-5%	1%
COc1ccc(CNc2ccccc2)cc1Br	-7%	13%	1%	4	-3%	-1%	-6%	-8%	-23%
Cc1noc(C)c1C(=O)OCC(=O)c1c[nH]c2ccccc12	-8%	31%[57.1 µM]	0%	-3&-9	3%	-1%	-2%	-1%	14%
CNC(=O)c1cc(S(=O)(=O)NC2CCCCCC2)ccc1C	-25%	20%	2%	-4	-4%	-10%	6%	1%	-5%
CCc1noc(C)c1C(=O)NCCc1ccc(S(N)(=O)=O)cc1	-17%	16%[57.1 µM]	5%	3	0%	10%	7%[57.1 µM]	1%	-21%
COc1ccc(CN(C)C(=O)c2cc(S(=O)(=O)Nc3ccccc3F)ccc2C)c(OC)c1	1%	-21%	2%	-2	-3%	7%	-10%	-4%	-22%
CCC(C)NC(=O)c1ccc(CSCc2cccc(F)c2)o1 (stereo not drawn)	-6%	7%	-8%	-5	2%	0%	2%	2%	7%
Cc1ccc(C)c(CNc2ccc(S(=O)(=O)N3CCCCC3)cc2)c1	-8%	29%	5%	-3	-3%	-7%	-6%	-3%	19%
COc1ccc2[nH]cc(CCn3ccc(=O)c(C)c3C)c2c1	-25%	-8%	-6%	-6	-2%	-2%	-5%	8%	-25%
COc1ncnc(OC)c1S(=O)(=O)NCc1ccccc1	-21%	-1%[57.1 µM]	11%	0	1%	3%	-25%[57.1 µM]	0%	-7%
O=C(Cn1ncc2c3ccccc3n(Cc3ccccc3F)c2c1=O)N1CCN(c2ccccn2)CC1	-13%	54%	2%	3	-4%	14%	7%[57.1 µM]	-1%	-11%
CCc1ccc(Oc2nc3c(C)cccn3c(=O)c2/C=C(\C#N)c2nc3ccccc3s2)cc1	-6%	54%[activator]	-14%	0	-2%	8%	11%	2%	-53%
CC(=O)SC1CC2=CC(=O)CCC2(C)C2CCC3(C)C(CCC34CCC(=O)O4)C12 (stereo not drawn)	-17%	-2%	11%	1	0%&-1%	-5%	-1%	2%	-26%
Cc1cccc(C)c1-n1c(C)cc(/C=N/NC(=O)CSc2ncccn2)c1C	-20%	-11%	1%	-2	-5%	?	-14%	-7%	-8%
CN(Cc1cccc(F)c1)C(=O)c1ccc(S(=O)(=O)C(F)F)cc1	-11%	21%	-15%	-8	-1%	9%	10%	2%	-3%
Clc1cccc(CNc2nnnn2-c2ccccc2)c1	-1%	11%	-9%	-5	-3%	0%	-2%	2%	-1%
CCOC(=O)c1sc(NC(=O)CCc2ccccc2)nc1C	-7%	40%[activator]	0%	0	1%	-6%	8%	-19%	-5%
CCOC(=O)CN1C(=O)C(C)(C)Oc2ccc(C(=O)Nc3ccccc3OC)cc21	-12%	-5%	5%	-4	-3%	5%	-6%	-7%	-15%
CC1c2cc3c(cc2CCN1S(=O)(=O)c1ccccc1)OCCCO3 (stereo not drawn)	-10%	-1%	2%	-3&-1	-2%	-4%	-5%	4%	-5%
CC(=O)c1cccc(N=C2C(=O)Nc3ccccc32)c1	-7%	16%[57.1 µM]	-5%	5	1%	-3%	3%[57.1 µM]	2%	23%
Cc1cc(C)c(NC(=O)CN2c3ccccc3S(=O)(=O)c3ccccc32)c(C)c1	-25%	24%[57.1 µM]	0%	2	-7%	19%	3%[57.1 µM]	1%	-15%
COc1ccc(C(=O)C2CCN(C(=S)NCCc3ccc(OC)c(OC)c3)CC2)cc1	-16%	5%	2%	1	0%	8%	6%	3%	-18%
COc1ccc(CSCCc2n[nH]c(=S)n2-c2ccccc2)cc1C	-18%	-8%	9%	-2	12%	0%	4%	4%	-37%
CN(C)c1ccc(-c2c(-c3ccc4c(c3)OCO4)noc2-c2ccsc2)cn1	-19%	30%&25%	2%	0	1%&5%	-14%	7%&8%	-9%&-5%	6%
COCc1cc(C)nc2sc(C(=O)N3CCCCC3)c(N)c12	-8%	-10%	3%	3	-5%	9%	-8%	0%	-46%
O=c1oc2cc(OCc3c(F)c(F)c(F)c(F)c3F)ccc2cc1-c1ccccn1	-7%	-7%	-19%	-7	-4%	1%	29%	-1%	-31%
COc1ccc(OCC(=O)Nc2ccc(NC(=O)c3cccs3)cc2)cc1	-8%	24%[57.1 µM]	15%	-2	-8%	4%	-2%[57.1 µM]	0%	-35%
Cc1ccc(S(=O)(=O)N2CCC(C(=O)NC3CC(C)(C)NC(C)(C)C3)CC2)cc1	-13%	11%	-2%	0&-2	-6%	6%	10%	3%	-1%
O=C(Nc1ccc(F)cc1)Nc1ccc(N2CCOCC2)c2nonc12	-4%	15%[57.1 µM]	-1%	10	7%	19%	4%	1%	9%
Cc1c(NC(=O)C(C)OC(=O)/C=C/c2ccco2)c(=O)n(-c2ccccc2)n1C (stereo not drawn)	-17%	-53%	5%	-4	-4%	-1%	3%	2%	?
COc1cc2c(cc1NC(=O)c1cncc(Br)c1)oc1ccccc12	-30%	?	-2%	-7	-5%	6%	15%[57.1 µM]	0%	0%[11.4 µM]
Cc1cccnc1NC(=O)c1ccc(COc2ccccc2)o1	-6%	3%	-10%	-1	3%	-1%	4%	1%	11%
CCOc1ccccc1CNC(=O)c1c([N+](=O)[O-])c(C)nn1C	-19%	14%[57.1 µM]	6%	-6	-3%	5%	37%	-12%	-19%
O=C(/C=C/C(=O)NCc1cccs1)NCc1cccs1	-5%	24%[57.1 µM]	4%	-14	-1%	-3%	5%	-6%	6%
NNC(=S)Nc1cc(S(=O)(=O)N2CCOCC2)ccc1N1CCOCC1	2%	11%[57.1 µM]	0%	-16	-5%	3%	-1%[57.1 µM]	-2%	-6%
CCOc1ccc(-c2c(C(=O)N/N=C/C3CC=CCC3)nnn2-c2nonc2N)cc1 (stereo not drawn)	-18%	15%[57.1 µM]	-10%	-12	1%	-12%	3%[57.1 µM]	-10%	3%[56.9 µM]
COc1cccc(OC)c1C(=O)NNS(=O)(=O)c1ccc2ccccc2c1	-15%	9%	-2%	-4	11%	-3%	-2%	3%	21%
CN(C)c1nc(Cl)nc(NCCOc2ccccc2)n1	-8%	-3%	-19%	-8	-1%	-2%	-6%	0%	20%
CC(=O)c1ccc(NC(=O)CCNS(=O)(=O)c2cccc3nonc23)cc1	-10%	-29%	1%	0	-2%	2%	-10%	0%	7%
COc1cc(NC(=O)C2Cc3ccccc3CN2S(C)(=O)=O)cc(OC)c1 (stereo not drawn)	-6%	10%[57.1 µM]	-19%	-4	-3%	13%	7%[57.1 µM]	-1%	5%
COc1ccc([C@H]2N[C@]3(CCCN(Cc4cccn4C)C3=O)[C@H]3C(=O)N(Cc4ccccc4)C(=O)[C@@H]23)cc1	-22%	·	-7%	2	-1%	-3%	·	-1%	·
Cc1nc2c(C)[n+](CC(=O)c3ccccc3)ccc2n1C	-17%	33%	0%	0	-1%	12%	11%	1%	-4%
CCC(=O)Nc1ccc(C(=O)CSc2nc3ccccc3cc2CC)cc1	-25%	13%	-19%	-4	-3%	-2%	7%	0%	-15%
CC1Nc2ncnc(N3CCN(c4ccccn4)CC3)c2N(Cc2ccccc2)C1=O (stereo not drawn)	?	-1%[57.1 µM]	0%	1	-3%	-12%	4%	-3%	-20%

Individual results from above:
`CC1Nc2ncnc(N3CCN(c4ccccn4)CC3)c2N(Cc2ccccc2)C1=O` (stereo not drawn) in Vif-APOBEC3G blk is entered as -3%
`COc1ccc([C@H]2N[C@]3(CCCN(Cc4cccn4C)C3=O)[C@H]3C(=O)N(Cc4ccccc4)C(=O)[C@@H]23)cc1` in LDHA inh is entered as 2

(more compounds)
SMILES	USP1 inh	rTrxR1 inhibitor	Vif-APOBEC3F blk	LDHA inh	GRP78 ERSR act	IDH1 R132H inh	TrxR1 substrate	Vif-APOBEC3G blk	RGS4 inhibitor
CCCCCCCCC(=O)N/N=C/c1ccccn1	1%	10%	-9%	-3	-1%	4%	2%	-3%	-14%
Cc1ccccc1NC(=O)c1nn(-c2ccc(F)c(F)c2)ccc1=O	-1%	10%	-2%	-3	-3%	-13%	-7%	3%	9%
CC1=C([N+](=O)[O-])C(c2ccccc2C(F)(F)F)NC(=O)N1C (stereo not drawn)	-14%	17%[57.1 µM]	14%	-3	-2%	1%	-19%[57.1 µM]	0%	-40%
COc1ccc(OCC(=O)Nc2ccc3c(c2)nc(CCNC(C)=O)n3C)cc1	?	7%	7%	0	-1%	-8%	0%[0.457 µM]	-1%	-18%
Cc1c(NC(=O)C(C)OC(=O)c2ccc([N+](=O)[O-])cc2Cl)c(=O)n(-c2ccccc2)n1C (stereo not drawn)	-18%	-13%	2%	1	0%	7%	-6%	3%	-2%
COc1ccc2c(Cl)c(C(=O)NCCCn3ccnc3)sc2c1Cl	-15%	8%	?	-9	-7%	2%	6%	-7%	-43%
N#Cc1ccc(-c2ccc(F)cc2)nc1Oc1ccc(F)cc1	-22%	19%	2%	-2	-2%	2%	43%[activator]	-1%	-13%

Not all compounds are listed; count on the stated rates, not on these rows.
